697 NFkB inh = inhibitors of the PMA/ionomycin-induced NF-kB reporter in 697 B cells; AID 435022; actives 0.33% (n = 330,000); 697 B-cell NF-kB luciferase reporter, 16 h; inhibition, % at 4 µM; in the data active = inhibition above about 35%
Gli-Sufu block = Gli-Sufu pathway antagonism | Sufu-KO-LIGHT fibroblasts, Gli luciferase reporter luminescence | inhibition, % at 5 µM | actives 0.74% (n = 340,000) | AID 588413;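 active = inhibition above about 55%, limit read from the data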;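 also: 0% = DMSO-treated cells and 100% = wells with medium but no cells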
Jurkat NFkB inh = lowers PMA/ionomycin-induced NF-kB signal in Jurkat cells; PMA/ionomycin-induced NF-kB luciferase reporter, luminescence; inhibition, % at 4 µM; actives 0.53% (n = 330,000); AID 435003
Apaf1 inhib = blocks human Apaf-1 apoptosome activity. reconstituted apoptosome caspase-3 activity, DEVD-Rh110 fluorescence. AID 489030. inhibition, % at 20 µM. actives 0.71% (n = 330,000). O14727; active = inhibition of at least 40% at 20 µM;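 also: plate controls were DMSO wells for no effect and DEVD-CHO caspase inhibitor wells for full effect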
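Assay system – apoptosome proteins · Medium – Hepes buffer, pH 7.5 · Also added – cytochrome c with DEVD-Rh110 · Timing – 30 min compound preincubation, 50 min activation, room temperature · Detection – Rh110 fluorescence, excitation 480 nm, emission 540 nm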
SENP8 block = SENP8 protease inhibition | purified SENP8, Z-RLRGG-aminoluciferin cleavage, luminescence | inhibition, % at 10 µM | AID 2540 | actives 1.2% (n = 330,000)
SENP7 inh = SENP7 protease inhibition | Q9BQF6 | recombinant SENP7, Z-RLRGG-aminoluciferin luminescence, 40 min | inhibition, % at 5 µM | actives 1.5% (n = 330,000);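 active = inhibition above about 50% at the single test dose, limit read from the data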;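 also: plate controls were DMSO with enzyme for no effect and no enzyme buffer wells for full effect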
UBC13 polyUb = blocks human UBC13 polyubiquitin chain formation | actives 0.47% (n = 330,000) | AID 485273 | TR-FRET | P61088 | inhibition, % at 20 µM; in the data active = inhibition above about 45%, passing the limit was not always enough
HKDC1 inh = HKDC1 (human) hexokinase inhibition; recombinant HKDC1, G6PDH/diaphorase resazurin coupled fluorescence; AID 493160; actives 0.16% (n = 340,000); inhibition, % at 20 µM;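 active = inhibition above about 35% when tested at 20 µM, limit read from the data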;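 also: plate controls were DMSO wells with enzyme for no effect and DMSO wells lacking enzyme for full effect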
Target sequence (Q2TB90 whole entry, looked up): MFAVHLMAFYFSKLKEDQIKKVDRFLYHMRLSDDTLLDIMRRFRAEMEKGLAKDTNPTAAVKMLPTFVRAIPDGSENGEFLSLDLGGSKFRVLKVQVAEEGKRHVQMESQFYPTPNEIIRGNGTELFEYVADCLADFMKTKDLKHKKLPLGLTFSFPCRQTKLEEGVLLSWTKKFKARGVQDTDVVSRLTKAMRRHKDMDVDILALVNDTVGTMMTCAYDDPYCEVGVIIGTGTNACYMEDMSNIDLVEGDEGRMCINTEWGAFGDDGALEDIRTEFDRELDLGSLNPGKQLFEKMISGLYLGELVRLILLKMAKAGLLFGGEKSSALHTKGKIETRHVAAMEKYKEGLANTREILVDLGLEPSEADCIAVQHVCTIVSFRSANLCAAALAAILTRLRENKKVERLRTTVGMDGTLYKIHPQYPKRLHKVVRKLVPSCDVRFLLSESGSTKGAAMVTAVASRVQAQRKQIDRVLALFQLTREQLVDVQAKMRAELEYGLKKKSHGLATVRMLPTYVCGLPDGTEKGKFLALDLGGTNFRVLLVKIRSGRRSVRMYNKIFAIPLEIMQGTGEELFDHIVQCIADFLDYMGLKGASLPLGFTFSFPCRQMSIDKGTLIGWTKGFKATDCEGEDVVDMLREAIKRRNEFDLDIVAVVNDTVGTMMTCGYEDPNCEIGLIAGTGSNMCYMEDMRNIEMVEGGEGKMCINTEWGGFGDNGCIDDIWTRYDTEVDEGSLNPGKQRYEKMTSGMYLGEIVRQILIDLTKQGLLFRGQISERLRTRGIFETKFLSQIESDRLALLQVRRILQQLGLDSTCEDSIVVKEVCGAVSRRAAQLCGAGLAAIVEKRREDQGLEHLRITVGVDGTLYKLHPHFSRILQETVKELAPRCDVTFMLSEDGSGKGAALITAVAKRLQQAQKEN
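test system = in-house recombinant HK5 (HKDC1) enzyme | amount = HKDC1 at 5 µg/mL | control set = DMSO-enzyme wells negative, buffer-substituted wells positive | compound = one dose of 20 µM, 1% DMSO | schedule = reaction time 90 min, room temperature, protected from light | technique = resorufin fluorescence at 613 nm | reagent = glucose with 1 mM ATP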
The depositor's hits bear a star; · = no result given. Rule as the data show it, unless noted: active = inhibition above about 50%; inactive = the rest.

SMILES | 697 NFkB inh | Gli-Sufu block | Jurkat NFkB inh | Apaf1 inhib | SENP8 block | SENP7 inh | UBC13 polyUb | HKDC1 inh
CN1CCN(c2ccc(S(=O)(=O)N3CCCCC3)cc2NC(=O)/C=C/c2ccc(OC(F)F)cc2)CC1 | -4.6 | -1.3 | 14.1 | 28.6 | 5.6 | 2.7 | 20.6 | -2.1
CCOC(=O)c1nnc2cc(-c3ccccc3)nn2c1C | -27.6 | -16.9 | -15.6 | -1.3 | -8.1 | -12.4 | 2.6 | -7.2
CS(=O)(=O)N1CCC(C(=O)Nc2c(F)cccc2F)CC1 | 4.8 | -5.6 | -7.9 | 7.9 | -0.5 | 10.1 | -0.8 | 0.8
C/C(=N\Nc1nc2ccccc2c(=O)n1O)c1ccco1 | -30.1 | -80.5 | -57.5 | 8.0 | -13.0 | -10.7 | -3.2 | -4.0
COc1cc(OC)cc(C(=O)NNC(=O)CCc2nc3ccccc3c(=O)[nH]2)c1 | 18.6 | 3.3 | -9.8 | -12.4 | 3.3 | 4.6 | 5.5 | -1.0
C[C@@H]1C(=O)OC[C@H]1NC(=O)OCc1ccccc1 | 6.4 | -6.3 | -12.2 | -3.3 | -5.9 | 13.6 | 3.7 | -1.0
Cc1ccc(SCC(=O)OCC(=O)NCCCc2ccccc2)cc1 | 12.1 | -7.5 | 3.9 | 10.4 | 1.2 | 0.4 | -7.6 | -0.7
O=C(CSc1nnc(NC(=O)CN2CCOCC2)s1)Nc1ccccc1 | -8.1 | -6.8 | 12.1 | -3.0 | 6.2 | -1.4 | -0.3 | -2.5
CC(C)CNC(=O)C(=O)NCC1CCCN1S(=O)(=O)c1cccs1 (centres undefined) | 3.9 | 3.8 | -4.0 | 0.6 | -13.1 | -9.7 | -0.5 | -2.2
CCCN(CC1CC1)C(=O)CSc1nnc(-c2ccco2)n1N | 26.0 | · | 7.7 | -14.2 | 5.5 | 6.3 | 0.0 | ·
O=C(CN(C1CCCCC1)S(=O)(=O)c1ccccc1)NCC1CCCO1 (centres undefined) | 4.3 | -26.0 | 12.2 | 6.2 | 0.0 | -4.3 | -1.1 | -1.3
Cc1ccc(N2C(=O)N(CC(=O)Nc3cc(C)cc(C)c3)C(=O)C2C)cc1 (centres undefined) | -12.1 | 0.2 | 3.3 | 7.4 | 0.8 | 2.5 | 7.3 | 12.1

2 entries from above in a different format:
Cc1ccc(SCC(=O)OCC(=O)NCCCc2ccccc2)cc1
  697 NFkB inh: 12.1
  Gli-Sufu block: -7.5
  Jurkat NFkB inh: 3.9
  Apaf1 inhib: 10.4
  SENP8 block: 1.2
  SENP7 inh: 0.4
  UBC13 polyUb: -7.6
  HKDC1 inh: -0.7
O=C(CSc1nnc(NC(=O)CN2CCOCC2)s1)Nc1ccccc1
  697 NFkB inh: -8.1
  Gli-Sufu block: -6.8
  Jurkat NFkB inh: 12.1
  Apaf1 inhib: -3.0
  SENP8 block: 6.2
  SENP7 inh: -1.4
  UBC13 polyUb: -0.3
  HKDC1 inh: -2.5

Copied from the list.
In HKDC1 inh, `COc1cc(OC)cc(C(=O)NNC(=O)CCc2nc3ccccc3c(=O)[nH]2)c1` has the entry -1.0
In Apaf1 inhib, `Cc1ccc(N2C(=O)N(CC(=O)Nc3cc(C)cc(C)c3)C(=O)C2C)cc1` (centres undefined) has the entry 7.4

Ordered by value in 697 NFkB inh (descending): four from the list above
SMILES | 697 NFkB inh | Jurkat NFkB inh | SENP8 block | SENP7 inh | UBC13 polyUb | HKDC1 inh
O=C(CN(C1CCCCC1)S(=O)(=O)c1ccccc1)NCC1CCCO1 (centres undefined) | 4.3 | 12.2 | 0.0 | -4.3 | -1.1 | -1.3
Cc1ccc(N2C(=O)N(CC(=O)Nc3cc(C)cc(C)c3)C(=O)C2C)cc1 (centres undefined) | -12.1 | 3.3 | 0.8 | 2.5 | 7.3 | 12.1
CCOC(=O)c1nnc2cc(-c3ccccc3)nn2c1C | -27.6 | -15.6 | -8.1 | -12.4 | 2.6 | -7.2
C/C(=N\Nc1nc2ccccc2c(=O)n1O)c1ccco1 | -30.1 | -57.5 | -13.0 | -10.7 | -3.2 | -4.0

Grouped by structure, the compounds so far containing two or more sulfur atoms (2)
SMILES | 697 NFkB inh | Gli-Sufu block | Jurkat NFkB inh | Apaf1 inhib | SENP8 block | SENP7 inh | UBC13 polyUb | HKDC1 inh
O=C(CSc1nnc(NC(=O)CN2CCOCC2)s1)Nc1ccccc1 | -8.1 | -6.8 | 12.1 | -3.0 | 6.2 | -1.4 | -0.3 | -2.5
CC(C)CNC(=O)C(=O)NCC1CCCN1S(=O)(=O)c1cccs1 (centres undefined) | 3.9 | 3.8 | -4.0 | 0.6 | -13.1 | -9.7 | -0.5 | -2.2
